USP7 inh = human USP7 deubiquitinase inhibition; Q93009; purified USP7, Ub-rhodamine cleavage fluorescence; inhibition, % at 20 µM; 47,000 tested, 0.3% active
USP30 block = blocks human USP30 ubiquitin-rhodamine cleavage | 47,000 tested, 5.3% active | purified USP30, Ub-rhodamine cleavage fluorescence | AID 1645860 | inhibition, % at 25 µM | Q70CQ3
USP28 inh = blocks human USP28 ubiquitin-rhodamine cleavage | Q96RU2 | purified USP28, Ub-rhodamine cleavage fluorescence, 30 min | inhibition, % at 25 µM | 47,000 tested, 3% active | AID 1645857
UCHL1 inh = inhibitors of human UCHL1 deubiquitinase; P09936; purified UCHL1, Ub-rhodamine cleavage fluorescence; inhibition, % at 20 µM; 47,000 tested, 0.2% active; AID 1645859
Target sequence (P09936 whole entry, looked up): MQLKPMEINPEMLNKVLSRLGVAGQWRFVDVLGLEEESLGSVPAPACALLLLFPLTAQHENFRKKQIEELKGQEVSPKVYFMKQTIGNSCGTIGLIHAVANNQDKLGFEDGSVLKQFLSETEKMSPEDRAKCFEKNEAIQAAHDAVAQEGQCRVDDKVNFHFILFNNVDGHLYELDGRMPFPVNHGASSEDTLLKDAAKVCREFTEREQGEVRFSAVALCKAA
OTUD3 inh = blocks human OTUD3 ubiquitin-rhodamine cleavage | Q5T2D3 | purified OTUD3, Ub-rhodamine fluorescence, 2 h | inhibition, % at 25 µM | 47,000 tested, 0.7% active
USP17 inh = blocks human USP17 ubiquitin-rhodamine cleavage. A8MUK1. purified USP17, Ub-rhodamine cleavage fluorescence, 3 h. inhibition, % at 50 µM. 47,000 tested, 6.5% active
USP8 block = inhibitors of human USP8 deubiquitinase; P40818; purified USP8, Ub-rhodamine cleavage fluorescence, 30 min; inhibition, % at 20 µM; 47,000 tested, 4.2% active; AID 1645853
USP10 block = inhibitors of human USP10 deubiquitinase | purified USP10, Ub-rhodamine fluorescence, 60 min | inhibition, % at 20 µM | 47,000 tested, 1.1% active
* = called active by the depositor. Rule as the data show it: active = inhibition above about 30%; inactive = the rest.

Results for COCCN1C[C@@H](C)[C@@]2(COCCN(C(=O)c3ccccn3)C2)C1 ?
USP7 inh: 2; USP30 block: 15; USP28 inh: 9; UCHL1 inh: -1; OTUD3 inh: 18; USP17 inh: 0; USP8 block: 0; USP10 block: 2

How did CCNC(=O)N1CCN2C[C@H](c3ccccc3)[C@@H](C(=O)OCC)[C@H]2C1 do in these assays?
USP7 inh: -8; USP30 block: -26; USP28 inh: -17; UCHL1 inh: -8; OTUD3 inh: -7; USP17 inh: -14; USP8 block: 0; USP10 block: -3

What do the screens show for `C1CC[C@@H](C23CC(C[C@H]4CCCN[C@@H]42)[C@H]2CCCCN2C3)NC1` (some centres not stated)?
USP7 inh: -1; USP30 block: 19; USP28 inh: 6; UCHL1 inh: -1; OTUD3 inh: 6; USP17 inh: 0; USP8 block: 4; USP10 block: 1

How did CC1=C[C@H]2O[C@@H]3C[C@@H](O)[C@](C)([C@@]2(C)CC1=O)[C@@]31CO1 do in these assays?
USP7 inh: 1; USP30 block: 1; USP28 inh: -8; UCHL1 inh: -2; OTUD3 inh: -7; USP17 inh: -4; USP8 block: 3; USP10 block: 0

Results for CC(C)NC(=O)[C@H]1CN2CCC1C[C@@H]2Cn1cc(-c2cccc(O)c2)nn1 (some centres not stated) ?
USP7 inh: 0; USP30 block: -30; USP28 inh: -12; UCHL1 inh: 0; OTUD3 inh: -8; USP17 inh: -18; USP8 block: -2; USP10 block: 0

Results for CN1C(=O)[C@]23CC4=CC=C[C@H](O)[C@H]4N2C(=O)[C@@]1(CO)SS3 ?
USP7 inh: -1; USP30 block: 50*; USP28 inh: -16; UCHL1 inh: -5; OTUD3 inh: -11; USP17 inh: -18; USP8 block: -8; USP10 block: -2

What do the screens show for `CN1CC(C(=O)NCCc2ccccn2)C2(CCOCC2)C1` (configuration not stated)?
USP7 inh: 3; USP30 block: 1; USP28 inh: -1; UCHL1 inh: -2; OTUD3 inh: -3; USP17 inh: 0; USP8 block: 1; USP10 block: 2

Results for CN1CCc2c(C#N)c(N3CCOCC3)n3cnnc3c2C1 ?
USP7 inh: -5; USP30 block: -24; USP28 inh: -15; UCHL1 inh: -5; OTUD3 inh: -9; USP17 inh: -8; USP8 block: 4; USP10 block: -1

Results for CCC1C2CC3C4N(C)c5ccccc5C45CC(C2C5O)N3C1O (configuration not stated) ?
USP7 inh: 5; USP30 block: 2; USP28 inh: -2; UCHL1 inh: -1; OTUD3 inh: -4; USP17 inh: -19; USP8 block: -1; USP10 block: 5

How did NCC1OC(OC2C(N)CC(N)C(O)C2O)C(N)C(O)C1O (configuration not stated) do in these assays?
USP7 inh: 6; USP30 block: 0; USP28 inh: -2; UCHL1 inh: -1; OTUD3 inh: 3; USP17 inh: -7; USP8 block: -3; USP10 block: 1

Results for CN(CCC(N)CC(=O)N[C@H]1C=CC(n2ccc(N)nc2=O)O[C@@H]1C(=O)O)C(=N)N (some centres not stated) ?
USP7 inh: 0; USP30 block: -12; USP28 inh: -6; UCHL1 inh: 0; OTUD3 inh: -5; USP17 inh: -3; USP8 block: 0; USP10 block: 2

How did CC(=O)Nc1c2sscc-2n(C)c1=O do in these assays?
USP7 inh: 3; USP30 block: 6; USP28 inh: -4; UCHL1 inh: 1; OTUD3 inh: -2; USP17 inh: 0; USP8 block: 7; USP10 block: 2

Results for CCN1CC2ON=C(c3ccccc3C)C2C1 (configuration not stated) ?
USP7 inh: 3; USP30 block: 10; USP28 inh: 6; UCHL1 inh: 0; OTUD3 inh: 8; USP17 inh: 6; USP8 block: 12; USP10 block: 3

How did CN1[C@@H]2Cc3ccccc3[C@H]1C[C@@H](NC(=O)C1CCCCC1)C2 do in these assays?
USP7 inh: -1; USP30 block: -9; USP28 inh: -11; UCHL1 inh: -2; OTUD3 inh: -1; USP17 inh: 0; USP8 block: -6; USP10 block: 0

How did O=C(NCc1cccnc1)[C@H]1CC[C@@H]2[C@@H](CCN2C2CCCC2)O1 do in these assays?
USP7 inh: 4; USP30 block: 0; USP28 inh: -5; UCHL1 inh: 0; OTUD3 inh: -1; USP17 inh: -32; USP8 block: 3; USP10 block: 6

What do the screens show for `O=C(c1cc(Cl)c(Cl)[nH]1)c1cc(Cl)cc(Cl)c1O`?
USP7 inh: -10; USP30 block: -16; USP28 inh: 8; UCHL1 inh: -3; OTUD3 inh: 1; USP17 inh: 11; USP8 block: 8; USP10 block: 40*

Of the compounds above, these contain a carbonyl joined to an NH by a bond outside any ring:
How did CCNC(=O)N1CCN2C[C@H](c3ccccc3)[C@@H](C(=O)OCC)[C@H]2C1 do in these assays?
USP7 inh: -8; USP30 block: -26; USP28 inh: -17; UCHL1 inh: -8; OTUD3 inh: -7; USP17 inh: -14; USP8 block: 0; USP10 block: -3

Results for CC(C)NC(=O)[C@H]1CN2CCC1C[C@@H]2Cn1cc(-c2cccc(O)c2)nn1 (some centres not stated) ?
USP7 inh: 0; USP30 block: -30; USP28 inh: -12; UCHL1 inh: 0; OTUD3 inh: -8; USP17 inh: -18; USP8 block: -2; USP10 block: 0

What do the screens show for `CN1CC(C(=O)NCCc2ccccn2)C2(CCOCC2)C1` (configuration not stated)?
USP7 inh: 3; USP30 block: 1; USP28 inh: -1; UCHL1 inh: -2; OTUD3 inh: -3; USP17 inh: 0; USP8 block: 1; USP10 block: 2

Results for CN(CCC(N)CC(=O)N[C@H]1C=CC(n2ccc(N)nc2=O)O[C@@H]1C(=O)O)C(=N)N (some centres not stated) ?
USP7 inh: 0; USP30 block: -12; USP28 inh: -6; UCHL1 inh: 0; OTUD3 inh: -5; USP17 inh: -3; USP8 block: 0; USP10 block: 2

How did CC(=O)Nc1c2sscc-2n(C)c1=O do in these assays?
USP7 inh: 3; USP30 block: 6; USP28 inh: -4; UCHL1 inh: 1; OTUD3 inh: -2; USP17 inh: 0; USP8 block: 7; USP10 block: 2

How did CN1[C@@H]2Cc3ccccc3[C@H]1C[C@@H](NC(=O)C1CCCCC1)C2 do in these assays?
USP7 inh: -1; USP30 block: -9; USP28 inh: -11; UCHL1 inh: -2; OTUD3 inh: -1; USP17 inh: 0; USP8 block: -6; USP10 block: 0

How did O=C(NCc1cccnc1)[C@H]1CC[C@@H]2[C@@H](CCN2C2CCCC2)O1 do in these assays?
USP7 inh: 4; USP30 block: 0; USP28 inh: -5; UCHL1 inh: 0; OTUD3 inh: -1; USP17 inh: -32; USP8 block: 3; USP10 block: 6

High-throughput results (PubChem)

The list is partial; rates above refer to the full screens.
